hgDAF12 agonist: H. glycines DAF-12 receptor agonists, primary screen, cell-based, luminescence, HEK293, GAL4 fusion, UAS-luciferase; Nuclear hormone receptor DAF-12 (Heterodera glycines), GAL4 fusion; AID 687014, 2013; HEK293 GAL4-hgDAF12 UAS-luciferase reporter, agonist luminescence; normalized to butyrate control; activation, % at 6.8 µM; actives 1.8% (n = 370,000);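 active = activation above a cutoff set at the mean of all screened compounds plus 3 SD, cut at about 10% in these data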;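 note: 0% = DMSO wells and 100% = sodium butyrate wells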
FXN GAA850 act: FXN promoter activators, primary screen, cell-based, luciferase luminescence, HEK293 lucGAA850; activation, % at 6 µM; HEK293 lucGAA850 FXN promoter luciferase reporter, 24 h; percent of 10 µM SAHA response; actives 0.56% (n = 360,000); AID 540364, 2011;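 active = activation above the average of all compounds screened plus 3 SD, cutoff fixed separately per campaign, cut at about 7.5% in these data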;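 note: 0% = DMSO wells and 100% = 10 µM SAHA wells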
GC-B act: human GC-B receptor activators, primary screen, HEK293 GC-B cells, cGMP TR-FRET, EC30 CNP | Atrial natriuretic peptide receptor 2 (Homo sapiens), P20594 | 0% at EC30 CNP, 100% saturating CNP | activation, % at 10 µM | actives 0.11% (n = 370,000);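 active = activation at 10 µM reaching about 35% in either raw or pattern-adjusted values, limit read from the data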
ssDAF-12 act: S. stercoralis DAF-12 nuclear receptor activators, primary screen, cell-based, luminescence, HEK293, GRIP1 co-expression, lit1-tk-luc | Nuclear hormone receptor DAF-12 (Strongyloides stercoralis) | HEK293 ssDAF-12/GRIP1 lit1-tk-luc reporter; % of 3 µM dafachronic acid response | activation, % at 6.8 µM | actives 1% (n = 370,000) | AID 652126, 2013;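 active = activation above the mean over all tested compounds plus 3 SD, cut at about 0.9% in these data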;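 note: 0% = DMSO-only wells and 100% = 3 µM delta7-dafachronic acid wells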
hcDAF12 agonist: H. contortus DAF-12 nuclear receptor activators, primary screen, cell-based, luminescence, HEK293, lit1-tk-luc reporter; HEK293 hcDAF-12 lit1-tk-luc reporter; 0% DMSO, 100% Δ7-dafachronic acid; activation, % at 6.8 µM; actives 1.4% (n = 370,000); AID 652067, 2013;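 active = activation above the mean of all tested compounds plus 3 SD, cut at about 5.5% in these data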;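 note: 100% = response to 3 µM Δ7-dafachronic acid high control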
DAX1 inh-1: DAX1 (NR0B1) inhibitors on StAR promoter, primary screen, cell-based, luminescence, SF-1 (NR5A1), full-length DAX-1. AID 652010, 2013. HEK293T StAR-luciferase reporter, SF-1/DAX-1 repression relief. actives 1.1% (n = 370,000). inhibition, % at 6.8 µM;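 active = inhibition above the mean over all tested compounds plus 3 SD, cut at about 3.6% in these data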;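 note: 0% = DAX-1 cells with DMSO and 100% = cells lacking DAX-1 with DMSO; higher inhibition means more luminescence from relief of DAX-1 repression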
SMARCA2 activ: SMARCA2 (BRM) function activators, primary screen, cell-based, luminescence, high throughput; MG213 cells, MMTV-luciferase reporter, dexamethasone, overnight; activation, % at 9.1 µM; actives 1% (n = 370,000); in the data active = activation above about 7.8%;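 note: 0% = vehicle wells and 100% = reference activator wells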
sPLA2-III inh: human group III sPLA2 inhibitors, primary screen, biochemical, QFRET, BODIPY PC-A2 liposome substrate; Group 3 secretory phospholipase A2 (Homo sapiens), Q9NZ20; QFRET BODIPY PC-A2 liposome hydrolysis, fluorescence; inhibition, % at 12.2 µM; actives 0.56% (n = 370,000); AID 743126, 2013;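 active = inhibition above mean plus 3 SD of compounds lying within the high and low control bounds, cut at about 19% in these data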;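 note: 0% = median of test compound wells and 100% = no enzyme DMSO wells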
Target sequence (Q9NZ20 whole entry, looked up): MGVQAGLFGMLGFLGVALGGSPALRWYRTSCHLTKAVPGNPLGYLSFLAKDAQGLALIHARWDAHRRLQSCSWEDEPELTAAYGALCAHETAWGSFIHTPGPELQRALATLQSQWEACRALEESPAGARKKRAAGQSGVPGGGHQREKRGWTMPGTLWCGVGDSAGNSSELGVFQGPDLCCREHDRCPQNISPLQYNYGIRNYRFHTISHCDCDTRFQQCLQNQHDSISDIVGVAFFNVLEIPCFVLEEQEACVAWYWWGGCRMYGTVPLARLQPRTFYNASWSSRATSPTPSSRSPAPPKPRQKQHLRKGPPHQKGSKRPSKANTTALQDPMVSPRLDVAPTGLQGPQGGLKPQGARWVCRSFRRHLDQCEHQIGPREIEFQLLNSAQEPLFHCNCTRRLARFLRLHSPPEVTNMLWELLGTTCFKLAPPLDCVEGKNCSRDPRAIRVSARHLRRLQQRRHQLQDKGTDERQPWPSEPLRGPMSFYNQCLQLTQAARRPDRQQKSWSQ
DAX1 inh-2: DAX1 (NR0B1) inhibitors, primary screen, cell-based, HEK293, Gal4-DAX1, luciferase luminescence | actives 0.99% (n = 340,000) | Nuclear receptor subfamily 0 group B member 1 (Homo sapiens), P51843 | inhibition, % at 6.75 µM | AID 504766, 2011 | HEK293 Gal4-DAX1 luciferase reporter;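 active = inhibition above the mean over all tested compounds plus 3 SD, cut at about 4.2% in these data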;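 note: 0% = DAX1-transfected cells with DMSO and 100% = empty-vector control cells with DMSO; inhibition shows as a rise in luminescence from relieved DAX1 repression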
Target sequence (P51843 207-470 limits assumed): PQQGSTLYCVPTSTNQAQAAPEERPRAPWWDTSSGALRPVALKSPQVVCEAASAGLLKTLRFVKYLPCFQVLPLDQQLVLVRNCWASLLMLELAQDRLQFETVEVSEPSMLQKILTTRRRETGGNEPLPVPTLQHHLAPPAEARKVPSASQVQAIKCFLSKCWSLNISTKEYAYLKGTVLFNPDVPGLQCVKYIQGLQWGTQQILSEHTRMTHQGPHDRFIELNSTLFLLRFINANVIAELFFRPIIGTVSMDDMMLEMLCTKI
proKLK7 act: proKLK7 zymogen activators, primary screen, biochemical, fluorescence intensity. actives 0.9% (n = 370,000). activation, % at 7 µM. AID 652039, 2013. purified proKLK7, EDANS-DABCYL substrate fluorescence; 100% is mature enzyme control, 0% vehicle;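 active = activation above the mean of all tested compounds plus 3 SD, computed per campaign excluding outliers beyond control limits, cut at about 13% in these data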
Target sequence (P49862 whole entry, looked up): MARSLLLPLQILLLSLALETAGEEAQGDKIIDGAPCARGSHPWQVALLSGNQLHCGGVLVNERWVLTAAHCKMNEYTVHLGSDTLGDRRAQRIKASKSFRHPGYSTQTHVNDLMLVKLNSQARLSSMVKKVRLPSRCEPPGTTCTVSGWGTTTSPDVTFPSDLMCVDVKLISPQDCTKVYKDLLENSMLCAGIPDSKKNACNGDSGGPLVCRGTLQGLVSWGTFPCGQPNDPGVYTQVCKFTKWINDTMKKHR
GC-A act: GC-A stimulated cGMP production enhancers – HEK293 GC-A cells, cGMP TR-FRET, EC30 ANP, primary screen | AID 1671463, 2021 | activation, % at 10 µM | actives 0.14% (n = 370,000) | 0% at EC30 ANP, 100% saturating ANP; in the data active = activation above about 40%
Active calls of the source: *; / = no result given.

SMILES | hgDAF12 agonist | FXN GAA850 act | GC-B act | ssDAF-12 act | hcDAF12 agonist | DAX1 inh-1 | SMARCA2 activ | sPLA2-III inh | DAX1 inh-2 | proKLK7 act | GC-A act
CN(Cc1ccccc1)C(=O)c1ccc(NC(=O)Cc2cccc(NC(=O)C3CCCN(C(=O)C4CCC4)C3)c2)cc1 (stereo not given) | -2.6 | 0.4 | 4 | -1.3 | -0.7 | -0.5 | -1 | -30 | 0.6 | 0.4 | 0
COc1cccc(NC(=O)c2cccc(N3C(=O)C4C5C=CC(C5)C4C3=O)c2)c1 (stereo not given) | 0.3 | 2.2 | 3 | -1.3 | -1.8 | -0.6 | -2 | -5 | -0.7 | -0.5 | 1
Cc1cc(C)cc(NC(=S)N2CCCC2)c1 | 2.9 | -0.3 | 0 | -1.2 | -2.1 | -0.9 | 0 | 8 | 1.1 | 0.1 | 4
COCCCN1C(=O)c2ccc(C(=O)Nc3ccc(C)cc3C)cc2C1=O | 0.8 | 0.3 | 4 | -1.6 | 0.4 | 0.2 | -2 | 2 | -0.9 | 0.6 | 7
CCCNC(=O)C(=O)Nc1cc2c3c(c1)CCC(=O)N3CCC2 | -2.0 | 1.7 | 1 | -0.9 | 0.5 | 0.3 | -1 | 3 | 0.2 | -0.2 | 0
CCOCCCNC(=O)c1cc(Cl)c(NC(=O)C2=C(C)OCCS2)cc1OC | -0.8 | -0.8 | 15 | -1.0 | -2.8 | -0.5 | -4 | -4 | -0.1 | -0.3 | 5
O=C1CCCN1CCCNS(=O)(=O)c1cccc(F)c1 | -1.3 | -0.3 | 6 | -1.1 | -2.3 | -0.3 | -2 | 3 | -0.4 | -0.8 | 4
Cc1cc(C)nc(N2CCCC(C(=O)NCc3ccc4c(c3)OCO4)C2)n1 (stereo not given) | -3.5 | -0.1 | 1 | -1.7 | -1.7 | 0.4 | 1 | -4 | -1.2 | -0.5 | -2
Cc1cc(NC(=O)CCC(=O)N(Cc2cccs2)C(C(=O)NC2CCCC2)c2ccccc2)no1 (stereo not given) | -1.3 | -2.6 | -8 | -1.9 | -1.8 | -0.8 | -1 | -5 | -1.3 | 0.7 | -10
N/C(=N\OC(=O)COc1ccccc1)c1cccnc1 | 8.6 | 3.9 | -2 | -1.1 | 1.4 | 0.1 | 1 | 2 | -1.4 | -0.2 | 4
Cc1[nH]nc(N)c1-c1ccc(Cl)cc1 | 3.3 | 1.6 | -5 | -1.4 | -1.6 | -0.3 | 0 | 0 | -0.8 | -0.4 | 1
COC(=O)c1cnn2c(C(F)(F)F)cc(-c3ccco3)nc12 | -1.9 | 1.1 | 1 | -1.4 | -0.5 | -0.4 | -3 | 5 | 1.5 | 23* | -6
CC(C)(C)c1ccc(NNC(=O)C2CCC2)cc1 | -2.1 | 0.7 | -5 | -1.8 | -0.3 | 0.4 | -4 | 11 | -0.2 | -0.1 | 8
CN(C)C(=S)N=c1ssc(=S)n1Cc1cccnc1 | 0.6 | 12* | 10 | -0.8 | 2.2 | -0.2 | 6 | 7 | -0.2 | -0.8 | 4
CNc1nc(Nc2ccc([N+](=O)[O-])cc2)nc(OCC(F)(F)F)n1 | -0.6 | 0.5 | 1 | -0.9 | -2.4 | -0.1 | -1 | -3 | 1.7 | -0.8 | -2
CCN(CC)CCCNC(=S)N(Cc1cccnc1)Cc1cc2cccc(C)c2[nH]c1=O | 3.5 | 2.0 | 3 | -0.7 | 0.9 | 3.0 | 4 | 1 | 1.2 | 0.1 | 2
COc1ccc([C@@H]2C[C@@H](c3ccccc3)Oc3cc(OC)cc(OC)c32)cc1 | 2.6 | 1.2 | 11 | -1.4 | 0.4 | 0.5 | 1 | 2 | 1.0 | 0.6 | -4
CCCCNC(=O)C[C@H]1C[C@@]2(C(=O)OC)C(=C[C@H](C(C)(C)C)O[C@@H]2C)N(Cc2ccc3c(c2)OCO3)C1=O | -0.3 | / | 4 | -1.0 | 0.1 | -0.9 | -3 | 1 | / | 0.2 | -5
Cc1cccc(C(=O)OCC(=O)Nc2sc3c(c2C#N)CCC3)c1 | 3.6 | 3.0 | -6 | -1.3 | -2.2 | -0.4 | 3 | 15 | 1.4 | 0.3 | -4
O=C(CN1C(=O)COc2ccccc21)NCCC1=CCCCC1 | -1.1 | -0.1 | 0 | -1.4 | -2.4 | -0.5 | -2 | 5 | 1.1 | 0.2 | -2
Cc1sc2c(=O)n3c(nc2c1C(=O)NC1CCCCC1)CCCCC3 | 0.2 | 1.9 | 3 | -0.4 | 0.1 | -0.4 | 1 | -1 | 1.0 | 0.1 | 5
O=C(Nc1cccc2ccccc12)ON=C1CCCCC1 | -1.3 | 1.4 | -3 | 1.0* | 2.3 | -0.3 | 1 | -2 | / | -20 | 1
O=C(CSc1nnc(-c2ccccc2F)o1)NC(=O)Cc1ccccc1 | -1.6 | 0.6 | -1 | -0.3 | 0.2 | 1.1 | -2 | -10 | 0.5 | -0.2 | 1
CC(=O)N/C(=C\c1ccc(C)o1)C(=O)NCc1ccccc1 | 3.5 | 1.5 | 3 | -1.5 | -1.3 | -0.1 | -2 | -11 | 1.5 | 1.0 | 2
COC(=O)C1=CO[C@@H](O[C@@H]2O[C@H](CO)[C@@H](O)[C@H](O)[C@H]2O)[C@H]2[C@@H]1C(=O)C[C@@H]2C | -0.5 | -1.8 | 6 | -1.0 | -0.5 | 0.0 | 0 | -4 | 0.2 | 0.2 | 2

Overlap with the part before: 3 compounds, then new ones.
SMILES | hgDAF12 agonist | FXN GAA850 act | GC-B act | ssDAF-12 act | hcDAF12 agonist | DAX1 inh-1 | SMARCA2 activ | sPLA2-III inh | DAX1 inh-2 | proKLK7 act | GC-A act
O=C(CSc1nnc(-c2ccccc2F)o1)NC(=O)Cc1ccccc1 | -1.6 | 0.6 | -1 | -0.3 | 0.2 | 1.1 | -2 | -10 | 0.5 | -0.2 | 1
CC(=O)N/C(=C\c1ccc(C)o1)C(=O)NCc1ccccc1 | 3.5 | 1.5 | 3 | -1.5 | -1.3 | -0.1 | -2 | -11 | 1.5 | 1.0 | 2
COC(=O)C1=CO[C@@H](O[C@@H]2O[C@H](CO)[C@@H](O)[C@H](O)[C@H]2O)[C@H]2[C@@H]1C(=O)C[C@@H]2C | -0.5 | -1.8 | 6 | -1.0 | -0.5 | 0.0 | 0 | -4 | 0.2 | 0.2 | 2
CCCCOc1ccc(C(=O)NN2CCN(C)CC2)cc1 | 2.9 | 0.9 | 0 | -0.7 | -1.9 | 0.1 | -1 | 16 | 2.1 | 0.0 | 2
O=C(COc1ccc2c3c(c(=O)oc2c1)CCC3)NCCCN1CCOCC1 | 3.0 | -1.4 | 4 | -0.8 | -1.5 | -4.8 | -2 | 1 | 0.0 | -0.5 | 0
C[n+]1cccc(C(=O)O)c1 | -0.9 | 2.4 | 2 | -1.1 | -2.1 | 1.2 | 3 | -2 | 0.1 | 0.0 | 6
c1ccc(-c2nc(N3CCN(c4ccccc4)CC3)nc(-n3ccnc3)n2)cc1 | -2.5 | -1.0 | -7 | -1.8 | -2.3 | -0.1 | -3 | 2 | 0.0 | 0.2 | -4
Cc1cc(C)c(C(O)c2ncc(-c3ccccc3C)[nH]2)c(C)c1 (stereo not given) | -0.8 | 0.2 | 1 | -1.5 | -2.1 | 1.0 | -2 | -2 | / | -0.2 | 0
O=C1CN(C(=O)CSc2nnc(Nc3ccccc3)s2)c2ccccc2N1 | 4.5 | 1.6 | 7 | -0.6 | -2.6 | 0.2 | -1 | -11 | -0.2 | -0.5 | 2
CC(=NNC(=O)c1cccc(S(=O)(=O)N2CCOCC2)c1)c1ccccc1 | 1.4 | 0.3 | 1 | -1.6 | -2.2 | -0.1 | -1 | 5 | 2.9 | 0.2 | -2
CC(C)CNc1nc(=S)nc(N(C)C)[nH]1 | -0.6 | -0.9 | -1 | -1.3 | -1.3 | 0.2 | -4 | 11 | 1.8 | -0.6 | -1
COc1cc(-c2nnc(SCC(=O)N3c4ccccc4Sc4ccccc43)o2)cc(OC)c1OC | 1.6 | -1.3 | -10 | -0.9 | -0.2 | 0.0 | 2 | -4 | 0.6 | -0.1 | -3
Cc1nc(NC(=O)C(C)(C)C)sc1[N+](=O)[O-] | -4.8 | / | 1 | -0.7 | -0.4 | -1.9 | -6 | -1 | / | 0.1 | 4
CCc1nc(N2CCN(CC(=O)NCC3CCCO3)CC2)c(C#N)c2c1COC(C)(C)C2 (stereo not given) | -3.1 | 2.5 | 3 | -1.5 | -3.3 | -2.6 | -4 | 4 | -0.9 | -0.1 | 1
C/C=C(\C)CN1CCC(Oc2cccc(C(=O)NCc3ccccn3)c2)CC1 | 0.9 | 2.8 | 2 | -0.7 | -1.8 | 0.4 | -1 | 1 | 3.5 | 0.0 | -4
COc1ccc(-n2nnnc2SCC(=O)NC(=O)Nc2ccc3c(c2)OCCO3)cc1 | 6.4 | 2.7 | -5 | 0.3 | 0.9 | 0.1 | 3 | -51 | 0.6 | 0.7 | -2
CCCc1cc(=O)oc2cc(C)cc(OCC(=O)NCCCN3CCOCC3)c12 | 2.7 | -1.2 | -5 | -1.4 | 1.3 | -1.1 | 0 | 4 | 0.0 | 7.2 | -11
CC1(C)N([O-])C(c2cccs2)=C[N+]1=O | -1.4 | 1.9 | -1 | -1.5 | 0.4 | -0.1 | -2 | -20 | 0.4 | -0.1 | 2
O=S(=O)(c1ccccc1)N1CCN(CC2CC3C=CC2C3)CC1 (stereo not given) | -1.3 | -0.5 | 5 | -2.0 | -0.5 | 0.3 | -1 | -4 | -1.0 | 0.2 | -1
Cc1cc(=O)oc2cc(OCCCN3C(=O)c4ccccc4C3=O)ccc12 | -2.7 | 0.7 | 0 | -1.5 | -0.6 | 0.0 | 4 | -2 | 0.4 | 0.3 | -3
CCN(CC)CCOc1c(C)cccc1Cl | 0.3 | 2.4 | -4 | -1.5 | -1.9 | -0.4 | 0 | 2 | 0.1 | -0.3 | -4
CC(Sc1nnc2ccccn12)C(=O)Nc1ccc2c(c1)OCO2 (stereo not given) | -0.2 | 2.0 | -1 | -0.5 | -0.5 | 0.3 | 0 | 1 | -0.5 | 0.6 | -4

Screens as filed in PubChem.
